ABCB6 inh MLPCN = ABCB6 transporter inhibitors, primary screen, K562-ABCB6 cells, flow cytometry, MLPCN library. ATP-binding cassette sub-family B member 6 (Homo sapiens), Q9NP58. K562-ABCB6 porphyrin accumulation, 1 h; hits give low values. fluorescence ratio to DMSO, % at 10 µM. 360,000 tested, 0.19% active. AID 602162, 2011;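 active = fluorescence ratio to DMSO below 75%, the collection mean minus 3 SD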;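 note: signal is porphyrin accumulated inside mitochondria; 100% equals median channel fluorescence of DMSO control wells; lower ratio means ABCB6 inhibition with less porphyrin fluorescence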
Cardio protect = cardioprotection against H2O2-induced cell death, primary screen, uHTS, H9c2 cells, ATPLite luminescence | H9c2 cardiomyocytes, H2O2 injury protection, 2 h | protection from H2O2 cell death, % at 20 µM | 360,000 tested, 0.63% active;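 active = compounds giving at least 50% protection of heart cells from peroxide-induced death in the single-dose screen, raw or plate-pattern-corrected value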;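 note: 0% = DMSO wells with peroxide and 100% = DMSO wells without peroxide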
NCOA2 inhibitor = inhibition of GAL4-SRC2 driven luciferase reporter, primary screen, SRC2 inhibitor project, cell-based, luminescence. AID 651957, 2012. HEK293 GAL4-SRC2 luciferase reporter. inhibition, % at 9 µM. Nuclear receptor coactivator 2 (Homo sapiens), Q15596. 370,000 tested, 0.17% active;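 active = inhibition above the mean inhibition of all tested compounds plus 3 SD, set per campaign, cut at about 52% in these data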;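 note: 0% = DMSO treated cells and 100% = cells given Gossypol at 36 µM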
Target sequence (Q15596 whole entry, looked up, the tested form may be a part): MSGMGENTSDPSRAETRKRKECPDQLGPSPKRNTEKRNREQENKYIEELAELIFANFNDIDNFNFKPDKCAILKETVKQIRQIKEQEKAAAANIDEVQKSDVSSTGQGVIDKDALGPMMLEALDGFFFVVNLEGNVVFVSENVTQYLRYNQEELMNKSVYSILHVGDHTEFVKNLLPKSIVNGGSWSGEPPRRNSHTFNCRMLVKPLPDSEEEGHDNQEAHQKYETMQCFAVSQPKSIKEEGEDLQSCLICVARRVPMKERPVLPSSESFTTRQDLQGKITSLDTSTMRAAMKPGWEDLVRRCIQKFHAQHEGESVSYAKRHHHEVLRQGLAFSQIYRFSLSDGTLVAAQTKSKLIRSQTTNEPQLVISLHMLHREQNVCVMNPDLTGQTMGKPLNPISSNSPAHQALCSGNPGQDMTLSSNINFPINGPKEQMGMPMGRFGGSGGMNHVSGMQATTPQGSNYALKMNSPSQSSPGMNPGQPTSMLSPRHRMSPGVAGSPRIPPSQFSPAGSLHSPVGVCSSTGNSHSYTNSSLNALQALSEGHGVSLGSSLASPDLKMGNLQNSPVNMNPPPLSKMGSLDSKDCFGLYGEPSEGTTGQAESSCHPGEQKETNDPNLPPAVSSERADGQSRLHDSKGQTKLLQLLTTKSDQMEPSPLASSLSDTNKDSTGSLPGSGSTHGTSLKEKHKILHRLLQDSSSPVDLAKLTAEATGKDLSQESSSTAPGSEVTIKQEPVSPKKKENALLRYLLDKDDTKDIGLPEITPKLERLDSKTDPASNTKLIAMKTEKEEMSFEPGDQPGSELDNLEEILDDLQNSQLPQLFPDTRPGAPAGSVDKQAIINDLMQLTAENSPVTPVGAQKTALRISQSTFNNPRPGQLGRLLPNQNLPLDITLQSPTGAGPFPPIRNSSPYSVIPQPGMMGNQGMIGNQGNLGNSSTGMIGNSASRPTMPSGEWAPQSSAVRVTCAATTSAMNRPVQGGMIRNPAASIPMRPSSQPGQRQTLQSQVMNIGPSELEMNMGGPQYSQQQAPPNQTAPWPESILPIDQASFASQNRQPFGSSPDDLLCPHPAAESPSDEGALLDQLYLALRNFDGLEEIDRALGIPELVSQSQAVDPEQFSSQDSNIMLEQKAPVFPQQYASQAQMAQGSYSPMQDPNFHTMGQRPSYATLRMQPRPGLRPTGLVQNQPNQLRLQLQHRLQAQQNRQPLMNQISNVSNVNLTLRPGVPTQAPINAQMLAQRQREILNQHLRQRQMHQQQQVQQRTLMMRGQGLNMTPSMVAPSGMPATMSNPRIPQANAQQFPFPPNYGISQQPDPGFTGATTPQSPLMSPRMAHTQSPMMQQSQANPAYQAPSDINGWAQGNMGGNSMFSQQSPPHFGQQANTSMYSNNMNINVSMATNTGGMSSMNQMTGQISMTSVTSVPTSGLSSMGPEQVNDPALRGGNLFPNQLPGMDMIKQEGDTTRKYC
m5-HT2A agonist = mouse Htr2a agonists via beta-arrestin recruitment, primary screen, cell-based, luminescence; 360,000 tested, 0.66% active; CHO-K1 mHTR2A beta-arrestin complementation; percent of 30 µM serotonin response; 5-hydroxytryptamine receptor 2A (Mus musculus), P35363; activation, % at 7.6 µM;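 active = activation above a run cutoff, the mean activation of all tested compounds plus 3 SD, cut at about 14% in these data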;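 note: 0% = plate median of compound wells and 100% = 30 µM serotonin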
ABHD5 PLIN5 PPI = ABHD5-PLIN5 interaction inhibitors, primary screen, cell lysate, split luciferase complementation, luminescence. 360,000 tested, 0.78% active. Split G. princeps luciferase complementation, 4 h. inhibition, % at 4 µM. Perilipin-5 (Homo sapiens) + 1-acylglycerol-3-phosphate O-acyltransferase ABHD5 (Homo …. AID 602281, 2012;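 active = inhibition above the mean inhibition across every tested compound plus 3 SD, cut at about 22% in these data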;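 note: 0% = DMSO only wells and the 100% control is not disclosed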
NOD2 RIPK2 PPI = NOD2-RIPK2 binding disruptors in cells, primary screen, fluorescence, CHO cells, BLA complementation; CCF4 ratio; 360,000 tested, 0.38% active; inhibition, % at 4.98 µM; Receptor-interacting serine/threonine-protein kinase 2 (Homo sapiens), O43353; AID 624267, 2012; in the data active = inhibition above about 21%;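 note: 0% = vehicle only and 100% = reference blocker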
MC4R ag barr = MC4R agonists recruiting beta-arrestin, primary screen, cell-based, luminescence, agonist arm of biased-ligand search; Melanocortin receptor 4 (Homo sapiens), P32245; U2OS MC4R beta-arrestin complementation; percent of melanotan II response, DMSO zero; activation, % at 8.9 µM; 360,000 tested, 0.98% active;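 active = activation above a per-plate cutoff, the mean activation of sample wells on that plate plus 3 SD, cut at about 8% in these data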
TLR9-MyD88 block = inhibitors of TLR9-MyD88 association in cells, primary screen, cell-based, CHO, BLA complementation, fluorescence; inhibition, % at 4.98 µM; CCF4 FRET ratio; Toll-like receptor 9 (Homo sapiens) + Myeloid differentiation primary response protein …; AID 504734, 2011; 340,000 tested, 0.21% active;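 active = inhibition above the mean over all tested compounds plus 3 SD, cut at about 21% in these data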;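 note: 0% = DMSO only wells and 100% = clavulanate BLA inhibitor control wells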
MC4R antagonist = MC4R antagonists of cAMP signaling, primary screen, cell-based, TR-FRET, antagonist arm of biased-ligand search. Melanocortin receptor 4 (Homo sapiens), P32245. MC4R-expressing cells, MTII-stimulated cAMP, LANCE TR-FRET. inhibition, % at 6.5 µM. 360,000 tested, 0.48% active;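 active = inhibition above its plate's cutoff, the mean of tested wells on that plate plus 3 SD, cut at about 29% in these data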;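 note: 0% = Melanotan II alone and 100% = Melanotan II plus saturating MCL0020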
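system = U2OS cells with stable human MC4R expression | also added = Melanotan II challenge after compound preincubation | dosing = one concentration, 6.5 µM nominal | incubation = compound 30 min, challenge 1 h, detection 1 h | measured by = TR-FRET with Eu-cAMP and labeled anti-cAMP, 671 nm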
N-glyco inh = increase of ERlucT glycosylation luciferase signal, primary screen, N-linked glycosylation inhibitor project, D54 ERlucT cells, luminescence, set 2 | AID 588692, 2011 | reporter increase, % at 12.5 µM | 360,000 tested, 0.23% active | D54 ERlucT glycosylation luciferase reporter, 24 h; percent of 100 nM tunicamycin response;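 active = mean luciferase reporter signal, scaled so untreated is 0 and the glycosylation-blocking control 100, at or above a set limit in every replicate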;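 note: luciferase carries N-glycosylation sites so blocking glycosylation raises the light; 0% = median of neutral control wells and 100% = median of 100 nM tunicamycin wells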
* marks the source's active call; other numbers are inactive results; / = not tested or not shown. Not all compounds are listed; count on the stated rates, not on these rows.

Start of the listing, in advance, 3 compounds:
SMILES | ABCB6 inh MLPCN | Cardio protect | NCOA2 inhibitor | m5-HT2A agonist | ABHD5 PLIN5 PPI | NOD2 RIPK2 PPI | MC4R ag barr | TLR9-MyD88 block | MC4R antagonist | N-glyco inh
Cc1ccc(S(=O)(=O)N(C)C)cc1NC(=O)C1Cc2ccccc2CN1C(=O)c1ccco1 (configuration not stated) | 96.0 | 3.2 | -0.2 | -3.1 | 19.3 | -7.4 | -1.2 | 1.7 | -2.4 | 0.5
CC1(C(=O)NS(=O)(=O)c2ccc(F)cc2F)CCN1C(=O)Cc1cccc2ccccc12 (configuration not stated) | 97.0 | 3.4 | 16.5 | -3.5 | 0.3 | 5.2 | 0.9 | / | 1.1 | 1.4
COc1ccc(-n2cc(C#N)c(=O)[nH]c2=O)cc1 | 93.0 | -7.1 | -16.1 | 1.3 | -6.1 | -6.8 | -2.0 | -8.9 | 4.2 | 1.0

This part in full, previewed entries included:
SMILES | ABCB6 inh MLPCN | Cardio protect | NCOA2 inhibitor | m5-HT2A agonist | ABHD5 PLIN5 PPI | NOD2 RIPK2 PPI | MC4R ag barr | TLR9-MyD88 block | MC4R antagonist | N-glyco inh
Cc1ccc(S(=O)(=O)N(C)C)cc1NC(=O)C1Cc2ccccc2CN1C(=O)c1ccco1 (configuration not stated) | 96.0 | 3.2 | -0.2 | -3.1 | 19.3 | -7.4 | -1.2 | 1.7 | -2.4 | 0.5
CC1(C(=O)NS(=O)(=O)c2ccc(F)cc2F)CCN1C(=O)Cc1cccc2ccccc12 (configuration not stated) | 97.0 | 3.4 | 16.5 | -3.5 | 0.3 | 5.2 | 0.9 | / | 1.1 | 1.4
COc1ccc(-n2cc(C#N)c(=O)[nH]c2=O)cc1 | 93.0 | -7.1 | -16.1 | 1.3 | -6.1 | -6.8 | -2.0 | -8.9 | 4.2 | 1.0
CC(C)OCCCNC(=O)c1ccc2c(c1)NC(=O)c1ccccc1S2 | 98.0 | 0.7 | -14.6 | -8.1 | -17.6 | -5.2 | 0.1 | 1.6 | 15.5 | 0.7
CCC(C)(C)NC(=O)/C=C/c1ccc(OC)c(S(=O)(=O)N2CCOCC2)c1 | 93.0 | 1.8 | -2.3 | -0.4 | -1.8 | -1.6 | -1.1 | -9.8 | 16.5 | -2.4
Fc1ccc(-n2[nH]nnc2=S)cc1N1CCCC1 | 100.0 | 3.3 | 4.0 | 3.3 | -9.1 | -12.9 | -1.4 | 0.2 | 10.0 | 2.8
O=C(N/N=C/c1ccco1)C1CC1 | 99.0 | 0.2 | -2.3 | -2.3 | -3.5 | 13.1 | 0.0 | 1.5 | 2.6 | 1.6
CC(CN1C(C)CCCC1C)OC(=O)c1ccccc1F (configuration not stated) | 97.0 | -3.7 | -5.2 | -3.8 | 1.3 | 11.8 | 0.9 | 18.7 | 7.7 | 1.8
CC(C)=CCCC1(C)C=Cc2c(c(C)cc3c2[nH]c2cc(O)ccc23)O1 (configuration not stated) | 104.0 | -14.6 | -7.8 | -3.1 | -17.1 | 0.1 | -1.5 | 3.6 | -5.2 | -7.2
CCOc1cc(/C=N/NC(=O)c2ccncc2)ccc1OS(C)(=O)=O | 87.0 | 9.0 | 4.8 | -1.0 | 2.3 | -6.1 | -0.9 | -8.8 | -0.9 | -1.0
Oc1ccc(-c2onc(C(F)(F)F)c2-c2cscn2)c(O)c1 | 118.0 | -2.4 | 12.1 | 6.2 | 6.4 | 0.9 | -1.7 | -2.6 | 5.0 | 3.5
COc1ccc(CC(=O)NC(=S)Nc2ccc(S(=O)(=O)NC(C)(C)C)cc2)cc1 | 99.0 | -27.6 | 8.5 | 2.0 | -9.4 | -7.1 | -0.6 | 1.2 | -3.6 | -0.6
COCCN(CCOC)S(=O)(=O)c1ccc(C(=O)NCCCN2CCOCC2)cc1 | 102.0 | 4.6 | 6.3 | 1.4 | 1.7 | -1.3 | -1.5 | -7.7 | 8.2 | 0.1
Cc1ccc(CN2CCN(Cc3nc(C(C)C)cs3)CC2CCO)cc1 (configuration not stated) | 101.0 | -8.5 | 15.8 | -6.2 | -1.5 | -1.8 | -1.3 | -2.5 | -0.3 | -0.9
CCOC(=O)N1CCC(NC(=O)CCC(=O)N2CC(C)Oc3ccccc32)CC1 (configuration not stated) | 117.0 | 1.9 | 2.6 | 6.7 | -0.7 | 1.4 | -1.3 | 3.9 | 8.8 | 1.8
Cn1c(SCC(=O)Nc2cccc(Br)c2)nnc1-c1cc2ccccc2o1 | 90.0 | -10.3 | 3.0 | -0.5 | -1.1 | -0.2 | 10.9* | -9.9 | 3.0 | -1.1
CCCc1nc2sc3c(SCC(=O)NCc4ccco4)ncnc3c2c2c1CCC2 | 97.0 | -4.3 | 2.5 | -1.5 | 11.5 | -2.8 | 7.3 | 8.4 | 13.2 | 18.5
CC(O)CNc1ccc(-c2nn(C)c(=O)c3ccccc23)cc1[N+](=O)[O-] (configuration not stated) | 104.0 | 1.9 | -18.8 | 2.8 | -0.5 | 1.3 | -2.4 | 6.3 | 8.6 | 11.8
CC1(C(=O)NS(=O)(=O)c2ccc(Cl)cc2)CCN1C(=O)Cc1ccccc1Cl (configuration not stated) | 105.0 | 7.6 | -13.9 | -4.7 | -0.3 | 0.5 | -1.1 | / | 7.9 | 2.7
Cc1cc(NC(=O)c2ccc(N(C)S(=O)(=O)c3ccccc3)cc2)no1 | 103.0 | -5.4 | 10.4 | 4.3 | 2.2 | -2.2 | 2.9 | -4.1 | 9.3 | -1.0
O=C(c1ccc(S(=O)(=O)N2CCCC2)cc1)N(Cc1ccco1)C1CCS(=O)(=O)C1 (configuration not stated) | 90.0 | -5.1 | -11.2 | 1.2 | -1.6 | -6.5 | 1.8 | 4.3 | -5.2 | -0.4
CNC(=O)c1ccccc1NC(=O)C1CC(=O)N(C(C)C)C1 (configuration not stated) | 102.0 | 9.3 | -6.5 | -1.9 | 1.1 | -11.6 | -1.1 | 5.3 | 12.5 | 1.0
O=C(NC(c1ccccc1)c1ccsc1)C1CCN(Cc2ccc(Cl)c(Cl)c2)CC1 (configuration not stated) | 99.0 | 1.2 | -3.6 | -7.2 | -7.5 | -1.8 | -0.6 | / | -0.8 | -1.4
COC(=O)[C@@H]1C[C@@]2(O)[C@H](O)[C@H](O)[C@H](O)C[C@H]2N1Cc1cc(F)ccc1F | 110.0 | 0.9 | -14.8 | 5.4 | 7.2 | -7.1 | -1.9 | 8.1 | 4.2 | -0.1
CC1CCC(C(C)C)C(OCC(O)CNC(C)c2ccccc2)C1 (configuration not stated) | 95.0 | -35.4 | 3.9 | 3.4 | 7.3 | -1.6 | 8.3* | 9.2 | 8.7 | -8.0
NC(=O)c1ccccc1NS(=O)(=O)c1ccc(F)cc1 | 94.0 | 3.7 | -26.0 | 2.5 | -1.4 | -1.7 | -0.3 | 2.5 | 8.2 | 0.8
COc1ccc(N/C=C\C(=O)c2ccc(Br)cc2)cc1OC | 95.0 | -4.5 | -11.8 | -1.6 | 5.6 | -0.4 | -0.7 | -0.8 | 1.5 | 0.3
CCN(CC(=O)Nc1c(F)cccc1F)C(=O)C1COc2ccccc2O1 (configuration not stated) | 98.0 | 11.8 | -0.5 | 3.5 | 6.5 | -6.2 | 0.4 | -13.9 | 14.6 | 1.6
O=C1Nc2ccccc2/C1=C/c1ccc([N+](=O)[O-])cc1 | 99.0 | -3.8 | 16.9 | 27.9* | 19.0 | -5.4 | -0.2 | -13.0 | -12.1 | 12.0
COc1ccccc1N1CC(O)=C(c2nc3ccccc3c(=O)[nH]2)C1=N | 100.0 | 4.8 | -3.6 | -11.5 | -0.3 | -3.7 | -1.3 | 3.1 | 5.8 | 17.5
Cc1cccc(C(=O)Nc2cccc(S(=O)(=O)NCc3ccco3)c2)c1 | 109.0 | -3.4 | 16.8 | -7.3 | -5.1 | -5.3 | 1.9 | -13.3 | 0.0 | -0.1
Cc1cc2c(c(=O)o1)C1(C(=O)N(CC(=O)O)c3ccccc31)C(C#N)=C(N)O2 (configuration not stated) | 93.0 | 1.1 | -1.8 | -0.4 | 6.9 | -8.3 | -1.2 | 3.7 | -3.5 | 0.1
O=C(COc1ncnc2cc(Cl)ccc12)c1ccc2c(c1)OCCO2 | 104.0 | -3.6 | -12.2 | 2.6 | 6.5 | -18.6 | 1.9 | -1.8 | 8.0 | -5.5
CCOC(=O)c1ccccc1NC(=O)COC(=O)CCC1CCCC1 | 107.0 | 1.8 | -23.9 | 2.5 | -5.3 | 0.7 | 0.0 | -8.2 | -2.2 | 0.7
O=c1[nH]c(-c2ccc3c(c2)OCO3)nc2c1sc(=S)n2-c1ccccc1 | 104.0 | -3.5 | -28.1 | 0.0 | 2.0 | -6.7 | 0.3 | 8.4 | 10.9 | -0.9
O=C1c2ccccc2C(=O)N1c1cccc2cccnc12 | 94.0 | 0.4 | 13.9 | 4.0 | 3.8 | -1.3 | -0.2 | 5.7 | -1.0 | 1.4
CCCCn1c(SCC(=O)Nc2ccc3c(c2)OCO3)nc2c1c(=O)n(C)c(=O)n2C | 100.0 | 0.2 | 8.6 | -0.2 | -5.9 | -0.7 | -0.7 | -2.1 | -9.7 | 2.2
CC1CCCCN1C(=O)CCNC(=O)Cn1cnc2ccccc2c1=O (configuration not stated) | 171.0 | 3.2 | -4.7 | -0.9 | -2.5 | -14.7 | -1.1 | -1.8 | -3.3 | 1.5
O=C(NCc1cccnc1)c1ccccc1Br | 100.0 | -3.1 | -21.8 | 8.3 | 3.4 | -7.1 | -1.9 | 10.5 | 10.7 | 0.7
Cc1ccc(C(=O)NCC(=O)OCC(=O)NCC(F)(F)F)cc1 | 97.0 | 7.8 | 2.5 | 1.1 | 0.7 | -2.9 | 0.9 | -3.3 | 6.7 | 1.8
CCCCC(CCC(=O)NNC(=O)Cc1ccccc1)C(=O)O (configuration not stated) | 104.0 | 2.2 | -2.9 | 6.9 | 5.8 | -15.2 | 0.0 | 11.1 | -3.9 | 3.0

Assay outcomes (PubChem BioAssay)
